Screening results (PubChem)
Growth percent in the NCI-60 one-dose screen (48 h, 10 µM unless noted): 100 = growth as untreated, 0 = no growth, -100 = all killed.
SF-295 – SF-295 CNS cancer cells | 79,000 compounds, 5.6% hits
OVCAR-8 – OVCAR-8 ovarian cancer | 81,000 compounds, 4.4% hits
U251 – U251 CNS tumor cells; 80,000 compounds, 5.4% hits; AID 1794753
PC-3 – PC-3 prostate cancer cells | 80,000 compounds, 3.9% hits
OVCAR-5 – OVCAR-5 ovarian cancer; 82,000 compounds, 2.9% hits; AID 1794783
SK-OV-3 – SK-OV-3 ovarian cancer cells; 80,000 compounds, 3.2% hits
OVCAR-4 – OVCAR-4 ovarian cancer cells; 80,000 compounds, 3.7% hits
OVCAR-3 – OVCAR-3 ovarian cancer | 79,000 compounds, 7% hits
DU-145 – DU-145 prostate cancer; 81,000 compounds, 4.2% hits
Numbers without * were called inactive; . = no result given; & = joins results of further samples. Rule for the calls: active = growth percent below 10; inactive = the rest.

no.	Structure	SF-295	OVCAR-8	U251	PC-3	OVCAR-5	SK-OV-3	OVCAR-4	OVCAR-3	DU-145
1	Nc1c(Br)cc(Br)c2c1-c1ccc([N+](=O)[O-])cc1C2	102	103	95	82	101	98	92	111	110
2	O=C(c1ccccc1)c1cn(C2CCCCC2)c(-c2ccccc2)c1NC1CCCCC1	77	91	86	65	88	85	75	93	101
3	COc1cc2ccccc2cc1C(=O)NC(=S)Nc1ccc(-c2nc3ccccc3[nH]2)cc1	81	93	75	91	103	.	-36*	55	56
4	COc1ccc2c(c1)c(C(=O)c1nc(-c3c[nH]c4ccccc34)no1)cn2C	106	98	112	87	98	87	71	78	110
5	O=C(Cc1ccccc1)Nc1cccc(N=Cc2c(O)ccc3ccccc23)c1	100	94	84	85	107	90	79	96	98
6	CC(C)c1ccc(OC(=O)Nc2c(Cl)cccc2Cl)cc1	99	97	94	104	102	103	94	101	102
7	COc1ccc2c(c1)CCC(c1nc3cccc([N+](=O)[O-])c3[nH]c1=O)=C2O	99	111	102	85	111	111	105	119	111
8	CN1CCN(Cc2ccc(NC(=O)c3cncc(C#Cc4cnc(N)c5cnccc45)c3)cc2C(F)(F)F)CC1	8.9*	24	29	27	2.4*	-27*	12	36	10
9	N#Cc1cnc(NCCc2ccncc2)nc1-n1cnc2ccccc21	75	54	59	64	67	26	74	77	52
10	CCSc1nc(-c2ccc(OCc3ccccc3)c(OC)c2)c(C#N)c(=O)[nH]1	93	100	95	101	104	102	95	.	103
11	COc1cnc2c(c1)C(=O)c1c-2n(CCCn2ccnc2)c(=O)c2cc(Cl)ccc12	0.1*	17	-31*	25	27	-28*	40	-8.3*	2.0*
12	COc1ccc(NCc2cn(-c3ccc(C(=O)O)cc3)nc2-c2ccc(F)cc2)cc1C(F)(F)F	30	38	30	36	72	112	57	53	69
13	CCc1nn2c(-c3ccc(C)cc3)c(-c3cc(OC)c(OC)c(OC)c3)nc2s1	94	105	99	93	107	107	69	104	103
14	ON=C(C1CC1)C1CC1	98&107	100&109	96&99	95&103	101&92	122&107	99&106	125&127	122&115
15	CC(C)c1cc(C(C)C)c(N=Cc2ccccc2)c(C(C)C)c1N=Cc1ccccc1	98	103	101	68	103	97	85	106	105
16	COc1ccccc1C(=O)OCCc1ccccc1	116	108	102	103	108	116	114	105	108
17	O=C(NNc1nc2cc(F)ccc2n2c(CN3CC4CNCC4C3)ccc12)c1cnccn1 (stereo not given)	2.9*	14	27	27	43	23	24	37	27
18	Nc1ccccn1	125	107	96	101	109	124	112	124	118
19	CC1OC(O[C@@H]2[C@H](O)C(CO)OC(O[C@H]3COC(O[C@H]4CC[C@]5(C)[C@H]6CC[C@]78OC[C@@]9(CC[C@](C)(C=O)C[C@H]97)C(=O)C[C@@]8(C)[C@]6(C)CC[C@H]5C4(C)C)[C@@H](O)[C@@H]3O)[C@H]2OC2OC[C@@H](O)[C@@H](O)[C@@H]2O)[C@@H](O)[C@@H](O)[C@H]1O (stereo not given in full)	90	92	96	81	110	87	92	105	108
20	CCOCc1nc2c(N)nc3ccccc3c2n1CC(C)(C)O	99	104	106	100	104	113	106	108	109
21	CNCc1ccc(CNC)[nH]1	104	108	99	85	103	107	113	115	118
22	S=C(c1ccccc1)N1CCN(c2cccc(Cl)c2)CC1	83	102	100	75	97	103	120	.	.
23	COC(=O)CC(=O)c1ccco1	101	97	88	94	100	86	106	100	108
24	CCCc1cc(=O)oc2c(C(=O)CC(C)COC(=O)/C=C/c3ccccc3)c(O)c(CC=C(C)C)c(O)c12 (stereo not given)	97	108	104	89	92	106	105	115	113
25	CN(C)CCN1C(=O)c2cccc3c(-c4ccc5c(c4)ncn5C4CCCCC4)ccc(c23)C1=O	50	46	49	42	61	88	55	72	58
26	CCCCCCCCCCCCCCCCN=C(C)C(=O)O	97	101	102	97	111	102	117	105	115
27	C[C@H]1C[C@@H]2[C@H]([C@@H](O)C[C@@]3(C)[C@H]2CC[C@]3(O)C(=O)CO)[C@@]2(C)CCC(=O)C=C12	113	96	97	79	81	54	94	110	88
28	COc1cc(/C=C2\C(=O)Nc3cc(Cl)ccc32)ccc1OCc1ccccc1	101	100	108	94	97	111	90	103	104
29	O=C(/C=C/c1ccccc1)n1c(-c2ccc(O)cc2)nc2ccccc21	89	100	95	92	102	102	105	96	105
30	C1CCN(c2nc(N3CCCCC3)nc(N3CCOCC3)n2)CC1	111	96	101	104	122	100	96	118	119

31. CC(=O)c1ccc(NC(=O)Cn2c(Nc3ccc(S(N)(=O)=O)cc3)nc3c2c(=O)n(C)c(=O)n3C)cc1
32. N#CC1C(=O)OC2CCCCC21 (stereo not given)
33. COC(C(=O)[C@@H](O)[C@@H](C)O)[C@@H]1Cc2cc3cc(O[C@H]4C[C@@H](O[C@H]5C[C@@H](O)[C@H](O)C(C)O5)[C@H](O)C(C)O4)c(C)c(O)c3c(O)c2C(=O)[C@H]1O[C@H]1C[C@@H](O[C@H]2C[C@@H](O[C@H]3C[C@@H](O)[C@H](OC)C(C)O3)[C@@H](O)C(C)O2)[C@H](O)C(C)O1 (stereo not given in full)
34. CCNC(=O)C(C)O (stereo not given)
35. Cc1nc2sc(C(=O)Nc3ccc(F)c(Cl)c3)c(N)c2c(C)c1Br
36. O=C(c1ccccc1)c1c(/C=C/c2ccc(F)cc2)c2ccccc2[nH]c1=O
37. N#Cc1ccc(C(=O)CSc2nc3c(c(Nc4ccc(S(N)(=O)=O)cc4)n2)CCC3)cc1
38. COC1CC(C)=Nc2nc(NN)nn21 (stereo not given)

screen / no.,31,32,33,34,35,36,37,38
SF-295,99,87,8.2*,.,93,109,80,99
OVCAR-8,102,99,7.6*,102,97,91,3.1*,101
U251,.,105,3.0*,.,96,92,-85*,99
PC-3,98,99,11,100,82,96,65,104
OVCAR-5,100,85,15,108,93,111,71,104
SK-OV-3,105,95,19,101,84,98,67,117
OVCAR-4,102,100,12,96,97,103,44,108
OVCAR-3,108,99,5.6*,113,99,110,97,.
DU-145,112,110,12,105,105,126,51,111

39. C=CCc1cc2c(C)cc(=O)oc2c(C)c1OC(C)=O
40. N#Cc1ccc(C(=O)Nn2c(N)cc3ccccc3c2=O)cc1
41. CC(C)CN1C(=O)[C@@]2(Oc3ccccc3[C@H]3CC(c4ccc(Br)cc4)=NN32)c2ccccc21
42. O=C(N/N=C/c1ccc(O)cc1)c1cnc2nc[nH]n2c1=O
43. Nc1nc(-c2cccc([N+](=O)[O-])c2)c(N=Nc2ccc(Cl)cc2)s1
44. N=C(N)c1ccc(-c2ccc(-c3ccccc3)s2)cc1
45. CC(C)[C@@H](O)CC[C@@H](C)[C@H]1CC[C@@]2(C)C3CC[C@H]4[C@@H](C)[C@@H](O)CC[C@@]45C[C@@]35CC[C@]12C (stereo not given in full)
46. COc1cc2nc(NC3CC3)nc(NC3CCN(C(C)C)CC3)c2cc1OC

screen / no.,39,40,41,42,43,44,45,46
SF-295,113,99,59,97,94,41,102,95
OVCAR-8,101,98,81,106,86,38,99,97
U251,97,98,58,.,79,9.7*,90,98
PC-3,94,95,64,107,86,51,84,88
OVCAR-5,95,103,108,106,99,61,109,97
SK-OV-3,103,86,93,97,105,85,97,.
OVCAR-4,.,97,68,107,57,46,127,97
OVCAR-3,113,105,81,104,.,54,105,100
DU-145,114,115,98,98,54,29,113,99

47. O=C1C(C2SC(=S)N(Cc3ccccc3)C2=O)SC(=S)N1Cc1ccccc1 (stereo not given)
48. CC1Cc2c(cccc2-n2cnc3ccccc32)N(C)C12C=CC(=O)C=C2 (stereo not given)
49. COC(=O)[C@H](Cc1ccccc1)n1cc(COc2nc(Cl)nc(N3CCOCC3)n2)nn1
50. O=S(=O)(Nc1ccc(F)c(Cl)c1)c1ccc(-c2cnc(C3CC3)o2)cc1
51. FC(F)(F)Oc1ccc(Oc2ccc(Nc3ncnc4onc(-c5ccccc5)c34)cc2)cc1
52. N#Cc1c(-c2cccs2)c(C(N)=O)c(N)n(Cc2nc3ccccc3[nH]2)c1=O
53. COC(=O)c1ccc(C(=O)OC)cc1
54. O=C(c1ccco1)N1CCN(C(=O)c2ccco2)CC1

screen / no.,47,48,49,50,51,52,53,54
SF-295,98,93,102,5.7*,95,102,102,92
OVCAR-8,93,98,95,22,100,98,107,99
U251,99,94,98,.,102,97,102,.
PC-3,88,87,107,25,102,85,98,92
OVCAR-5,100,98,111,34,98,112,101,106
SK-OV-3,98,103,109,35,.,88,110,.
OVCAR-4,90,112,93,39,93,102,102,86
OVCAR-3,89,108,107,-8.1*,115,.,110,107
DU-145,99,108,102,16,101,104,106,112

55. CCN(CCO)C(C(=O)c1ccc(OC)cc1)c1ccc(OC)cc1 (stereo not given)
56. Cc1ccc(NC(=O)c2ccc(Cl)cc2)c(Br)c1
57. Cc1ncc(C(=O)Nc2ccc(CN3CCN(C)CC3)c(C(F)(F)F)c2)cc1C#Cc1cnc(N)c2ccncc12
58. Cn1cnccc1=O
59. COC(=O)[C@@H](Cc1c[nH]c2ccccc12)NC(=O)COc1cc(O)c2c(=O)cc(-c3ccccc3)oc2c1
60. OCCN1CSC(=S)NCCNC(=S)SC1
61. Cc1ccc(Cl)cc1N=C=S
62. O=C(CCC(=O)c1nc2ncccc2[nH]1)NN1C(=O)CSC1c1ccccc1Br (stereo not given)

screen / no.,55,56,57,58,59,60,61,62
SF-295,100,.,-45*,102,94,116,99,101
OVCAR-8,106,107,-36*,110,95,99,99,100
U251,99,91,-93*,.,89,103,103,93
PC-3,86,89,-51*,100,67,90,93,93
OVCAR-5,99,100,-14*,117,182,97,92,126
SK-OV-3,98,106,-35*,97,131,104,104,107
OVCAR-4,92,97,-17*,86,87,106,100,104
OVCAR-3,112,102,-44*,108,103,75,141,105
DU-145,108,94,-50*,100,102,104,155,111

Entries of single compounds from above.
`Cc1ncc(C(=O)Nc2ccc(CN3CCN(C)CC3)c(C(F)(F)F)c2)cc1C#Cc1cnc(N)c2ccncc12` as listed: SF-295: -45*; OVCAR-8: -36*; U251: -93*; PC-3: -51*; OVCAR-5: -14*; SK-OV-3: -35*; OVCAR-4: -17*; OVCAR-3: -44*; DU-145: -50*
`CCN(CCO)C(C(=O)c1ccc(OC)cc1)c1ccc(OC)cc1` (stereo not given) as listed: SF-295: 100; OVCAR-8: 106; U251: 99; PC-3: 86; OVCAR-5: 99; SK-OV-3: 98; OVCAR-4: 92; OVCAR-3: 112; DU-145: 108

Quoted at random: six entries already listed, in no set order.
60. OCCN1CSC(=S)NCCNC(=S)SC1
55. CCN(CCO)C(C(=O)c1ccc(OC)cc1)c1ccc(OC)cc1 (stereo not given)
57. Cc1ncc(C(=O)Nc2ccc(CN3CCN(C)CC3)c(C(F)(F)F)c2)cc1C#Cc1cnc(N)c2ccncc12
58. Cn1cnccc1=O
56. Cc1ccc(NC(=O)c2ccc(Cl)cc2)c(Br)c1
61. Cc1ccc(Cl)cc1N=C=S

screen / no.,60,55,57,58,56,61
SF-295,116,100,-45*,102,.,99
OVCAR-8,99,106,-36*,110,107,99
U251,103,99,-93*,.,91,103
PC-3,90,86,-51*,100,89,93
OVCAR-5,97,99,-14*,117,100,92
SK-OV-3,104,98,-35*,97,106,104
OVCAR-4,106,92,-17*,86,97,100
OVCAR-3,75,112,-44*,108,102,141
DU-145,104,108,-50*,100,94,155

(listing goes on)
63. CCCCCCCC/C=C\CCCCCCCC(=O)OC
64. O=C(Nc1ccc(-c2n[nH]c(=S)o2)cc1)C1CSC(c2ccccc2)N1 (stereo not given)
65. Cc1[nH]c2ncnc(Nc3ccc(C(=O)Nc4cccc(Cl)c4)cc3)c2c1C
66. COc1ccc(CC(C)NN)cc1 (stereo not given)

screen / no.,63,64,65,66
SF-295,.,98,95,91
OVCAR-8,93,101,96,103
U251,106,100,95,99
PC-3,95,104,99,81
OVCAR-5,110,110,114,100
SK-OV-3,110,99,103,99
OVCAR-4,109,106,93,100
OVCAR-3,111,116,110,109
DU-145,113,120,111,106
